AHR act: activators of human aryl hydrocarbon receptor; 320,000 tested, 2.5% active; P35869; AHR-responsive luciferase reporter cells, luminescence; AID 2796; activation, % at 5 µM; in the data active = activation above about 47%;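 also: 0% = vehicle wells and 100% = reference agonist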
Target sequence (P35869 whole entry, looked up): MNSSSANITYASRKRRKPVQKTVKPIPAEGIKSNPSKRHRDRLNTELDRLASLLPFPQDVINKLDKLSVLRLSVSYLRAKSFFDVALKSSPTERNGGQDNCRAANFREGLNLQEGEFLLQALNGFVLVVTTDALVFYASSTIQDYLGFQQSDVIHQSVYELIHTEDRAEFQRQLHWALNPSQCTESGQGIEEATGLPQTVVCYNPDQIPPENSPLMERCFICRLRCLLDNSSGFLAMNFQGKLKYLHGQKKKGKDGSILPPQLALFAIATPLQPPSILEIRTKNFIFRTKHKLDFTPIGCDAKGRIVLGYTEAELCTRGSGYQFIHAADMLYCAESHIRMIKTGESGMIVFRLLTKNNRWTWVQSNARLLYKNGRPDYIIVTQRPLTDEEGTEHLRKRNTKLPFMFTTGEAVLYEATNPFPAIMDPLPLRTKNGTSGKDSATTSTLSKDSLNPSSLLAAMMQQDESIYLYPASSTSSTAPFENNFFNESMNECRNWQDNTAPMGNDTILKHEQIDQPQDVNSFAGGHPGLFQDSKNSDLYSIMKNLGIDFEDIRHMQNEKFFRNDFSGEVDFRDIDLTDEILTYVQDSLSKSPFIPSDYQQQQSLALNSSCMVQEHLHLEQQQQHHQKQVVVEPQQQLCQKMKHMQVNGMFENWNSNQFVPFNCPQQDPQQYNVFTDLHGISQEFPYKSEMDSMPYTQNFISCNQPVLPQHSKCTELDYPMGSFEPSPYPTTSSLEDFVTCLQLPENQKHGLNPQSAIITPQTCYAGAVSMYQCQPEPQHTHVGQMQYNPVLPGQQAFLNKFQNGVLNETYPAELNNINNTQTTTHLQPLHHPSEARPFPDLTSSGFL
procasp3 activ: procaspase-3 (human) activation. P42574. recombinant procaspase-3 D3A, Ac-DEVD-pNA absorbance 405 nm. activation, % at 8.5 µM. 330,000 tested, 0.11% active. AID 463141;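 active = activation above the mean of all tested compounds plus 3 SD, cut at about 21% in these data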;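 also: 0% = DMSO alone and 100% = DMSO wells spiked with extra 5 µM PC-3 D3A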
Target sequence (P42574 whole entry D9A/D28A/D175A): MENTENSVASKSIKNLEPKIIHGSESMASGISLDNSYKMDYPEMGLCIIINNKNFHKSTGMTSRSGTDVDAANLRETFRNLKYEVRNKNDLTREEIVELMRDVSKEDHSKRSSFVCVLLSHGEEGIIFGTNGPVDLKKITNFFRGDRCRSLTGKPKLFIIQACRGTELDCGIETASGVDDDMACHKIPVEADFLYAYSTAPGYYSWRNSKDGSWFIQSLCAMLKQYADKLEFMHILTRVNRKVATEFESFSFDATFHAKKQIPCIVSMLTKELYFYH
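Test system: Procaspase-3 D3A mutant; medium: Zinc-free HEPES/NaCl buffer with 0.01% Triton X-100 at pH 7.4; reagent: DEVD-pNA substrate; doses: one concentration, 8.5 µM nominal, 0.8% DMSO; times: 1 h preincubation plus 2 h reaction at 25 °C; signal: Epi-absorbance at 405 nm of released p-nitroaniline, 0 and 120 min; replicates: singlicate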
EBNA-1 inh: blocks EBNA-1 binding to DNA; EBNA-1 DNA binding, fluorescence polarization; AID 1950; inhibition, % at 14.8 µM; 300,000 tested, 0.34% active; in the data active = inhibition above about 28%
LAP4-GFP MLPCN: modulators of TOR pathway LAP4-GFP in S. cerevisiae; GFP response vs DMSO, % at 10 µM; AID 2023; S. cerevisiae LAP4-GFP multiplex, flow cytometry GFP, 3 h; median GFP as percent of DMSO wells; 320,000 tested, 0.34% active;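 active = GFP response vs DMSO above a set limit, about the screen mean plus 3 SD, cut at about 150% in these data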
procasp7 counter: counter-screen: procaspase-7 (human) activation. recombinant procaspase-7, Ac-DEVD-pNA absorbance 405 nm; D23A/D198A/D206A triple mutant, cannot self-cleave; scale: DMSO 0, 5 µM enzyme 100. activation, % at 8.5 µM. 330,000 tested, 0.093% active. AID 463210;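 active = percent activation above the screen-wide mean plus 3 SD, cut at about 25% in these data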
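System: Procaspase-7 triple mutant (PC-7 D3A); measure: % activation from two-timepoint absorbance difference, scaled to controls; times: 1 h compound preincubation, 2 h substrate cleavage, 25 °C; also added: Ac-DEVD-pNA substrate, 400 µM as added; measured by: Epi-absorbance of released pNA at 405 nm, two timepoints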
RPL19A-GFP yeast: alters RPL19A-GFP fluorescence in TOR pathway yeast screen; 330,000 tested, 0.3% active; S. cerevisiae RPL19A-GFP strain, flow cytometry, 3 h; hits give low values; percent response vs DMSO, % at 10 µM;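 active = percent response vs DMSO below 50%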;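 also: median channel GFP fluorescence of the barcoded RPL19A-GFP strain; ratio of sample median GFP to plate DMSO average so 100% = DMSO; lower means less RPL19A-GFP as with rapamycin TOR inhibition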
ZTA counter: blocks Epstein-Barr virus ZTA, an EBNA-1 counter-screen | P03206 | ZTA-DNA binding, fluorescence polarization | inhibition, % at 11 µM | 320,000 tested, 0.15% active | AID 2234; in the data active = inhibition above about 33%
MEP2-GFP yeast: modulators of TOR pathway MEP2-GFP in S. cerevisiae | S. cerevisiae MEP2-GFP strain, flow cytometry GFP, 3 h; 100% = DMSO control level | GFP response vs DMSO, % at 10 µM | 330,000 tested, 0.51% active;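 active = GFP response versus DMSO above a set limit, roughly screen mean plus 3 SD, cut at about 180% in these data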;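 also: median GFP fluorescence of the barcode-gated MEP2-GFP cells per well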
An asterisk follows results filed as active; / = no result given.

SMILES	AHR act	procasp3 activ	EBNA-1 inh	LAP4-GFP MLPCN	procasp7 counter	RPL19A-GFP yeast	ZTA counter	MEP2-GFP yeast
CCOC(=O)C1C(=O)CC(C)(O)C(C(=O)OCC)C1c1ccc(Br)cc1 (stereo unspecified)	1	4	6	104	6	102	-1	100
CC(C)C1=NN(C(=O)c2cccnc2)C(O)(C(F)(F)F)C1 (stereo unspecified)	0	2	6	93	1	95	9	95
CC1C(=O)Nc2ccc(S(=O)(=O)N3CCN(c4cccc(C(F)(F)F)c4)CC3)cc2NC1=O (stereo unspecified)	-2	5	4	90	7	98	6	95
O=C(NCC1COc2ccccc2O1)Nc1ccccc1F (stereo unspecified)	19	5	3	106	9	95	2	110
Cc1ccc(OCC(=O)N2CCN(C(=O)CCC3CCCC3)CC2)cc1	7	9	-4	91	5	100	-10	95
CN1CCN(C/C(=C2/N=C(c3ccccc3)OC2=O)N(C)C)CC1	-2	6	10	98	-5	98	-8	106
O=C(NCCc1nnc2ccccn12)c1cccs1	3	4	13	105	16	105	-9	98
COc1ccc(OC)c(C(=O)NC(CC(N)=O)c2ccc(N3CCN(c4ccccn4)CC3)c([N+](=O)[O-])c2)c1 (stereo unspecified)	4	-8	-11	95	-11	96	4	100
CN(C)S(=O)(=O)c1ccc(SCC(=O)N2CC(=O)Nc3ccccc32)nc1	13	-13	/	105	-24	101	-5	99
O=C1NC(=S)N(C(=O)c2ccc(F)cc2)/C1=C/c1cccnc1	-1	-17	1	105	0	99	-1	94
O=C(Nc1ccc2c(c1)OCCO2)c1cnccn1	5	-7	4	88	1	94	-9	100
CN(Cc1ccno1)Cc1cn(C)nc1-c1ccc(Oc2ccccc2)cc1	6	4	3	97	2	96	1	96
COCCN1Cc2cccc(C(=O)Nc3cc(OC)ccc3OC)c2C1=O	48*	-9	10	104	0	99	1	100
COc1ccc(O)c(C(=O)c2cnn(S(=O)(=O)c3ccc(C)cc3)c2)c1	-1	1	/	98	-7	91	-4	90
Cc1ccc(CN2CCNC(=O)C2CC(=O)NC2CCCCCC2)o1 (stereo unspecified)	2	-3	2	106	1	118	-7	124
CCOC(=O)C1CCN(Cc2cccc(Oc3ccccc3)c2)CC1	-2	0	0	105	-6	112	21	109
CCc1ccccc1N1C(=O)CC(N2CCc3ccccc32)C1=O (stereo unspecified)	1	-1	-10	106	-5	93	-12	95
Cc1ccc(NC(=O)Nc2cccs2)cc1	4	-1	3	108	-7	97	-6	114
CCOC(=O)c1c(-c2ccco2)csc1NC(=O)COC(=O)c1cnccn1	3	-29	-13	102	-17	102	2	105
COc1ccc(-c2nnc(OC)c3ccccc23)cc1	42	-4	-10	104	2	105	-9	99
COc1cccc(NC(=O)Cn2c(=O)n(CC3CCCO3)c(=O)c3ccccc32)c1 (stereo unspecified)	2	-2	7	97	7	94	1	96
CCN(CC)S(=O)(=O)c1cccc(C(=O)N2CC(O)CC2C(=O)OC)c1 (stereo unspecified)	-1	9	-3	99	-4	98	-6	102
Cc1ccc(-c2nnc(SCC(=O)N3c4ccccc4NC(=O)C3(C)C)n2N)cc1	-1	-6	-12	96	-8	98	-8	98
CCOc1ccc(Nc2oc(Cc3ccccc3)nc2C#N)cc1	58*	6	1	113	-3	99	-15	95
CCN1CCN(C(=O)c2cc3cc4ccc(OC)cc4nc3s2)CC1	2	-1	-7	93	-10	97	11	100
Cc1cc(=O)[nH]c(N/N=C/c2ccc(-c3ccc([N+](=O)[O-])cc3)o2)n1	10	9	-9	95	-5	103	5	106
Cn1c(SCC(=O)N2CCOCC2)nnc1-c1ccco1	1	-5	-13	94	8	104	-3	106
CCCCN1CCN=C1N(C)C	4	0	7	92	-10	96	-1	105
Cc1cc(S(=O)(=O)N2CCCCC2CCNC(=O)C(=O)NCC2CCCO2)ccc1F (stereo unspecified)	5	-9	4	102	3	94	-2	102
O=c1oc(CCCO)cc2ccc(/C=C/c3cccc([N+](=O)[O-])c3)cc12	-1	6	/	89	10	90	0	87
O=C(Nc1nc(-c2ccc3c(c2)Cc2ccccc2-3)cs1)c1ccccc1	-1	-2	15	84	8	102	6	98
O=C(NC1CC1)c1cccc2c1C(=O)c1ccc(N3CCC(Cc4ccccc4)CC3)cc1S2(=O)=O	4	-11	/	102	-53	101	/	99
Cc1ccccc1C1c2[nH]c3ccccc3c2CCN1C(=O)c1ccc(=O)n(C)n1 (stereo unspecified)	21	-6	2	109	-4	104	6	107
CNC(=O)C(=O)Nc1cc2c3c(c1)CCN3C(=O)CC2	4	-1	1	93	6	98	3	100
CC1CCN(C(=O)CNC(=O)Cc2ccccc2)CC1	2	6	9	104	11	99	11	104
O=C(CSc1nnc(CNC(=O)c2ccccc2F)o1)NCc1ccco1	10	5	13	77	6	89	16	87
Cc1ccc(OCCSc2nc(N)cc(N)n2)cc1	0	1	8	88	-6	83	5	93
CC1(C)CC(=O)C2=C(C1)NC(=O)CC2c1ccccc1F (stereo unspecified)	-2	-5	-3	88	4	88	8	86
Cc1cc(-c2nnc(SCC(=O)c3ccc(Cl)cc3)o2)no1	-1	-5	0	99	5	102	2	107
Cc1c(C(=O)OCC(=O)NCCc2ccc(S(N)(=O)=O)cc2)oc2ccccc12	-1	-1	/	109	-1	99	-12	101
O=C(c1ccc(-n2nc(C(F)(F)F)c3c2CCCC3)cc1)N1CCOCC1	5	12	-8	95	-2	106	-10	104
CC(C)Oc1ccc(/C=N/NC(=O)C(CSCc2ccccc2)NC(=O)c2ccc([N+](=O)[O-])cc2)cc1 (stereo unspecified)	20	4	-12	93	3	96	0	98
Cc1cc(C)cc(NC(=O)C(OC(=O)c2sccc2C)c2ccccc2)c1 (stereo unspecified)	5	-1	0	96	0	103	-1	99
CCOc1cc(S(=O)(=O)NC2CCCC2)ccc1Cl	11	1	-6	100	-2	97	7	103
COc1cc(NC(=S)NC2CC(C)(C)NC(C)(C)C2)c(OC)cc1Cl	-1	-7	-1	97	-6	106	19	111
Cc1ccc(C(=O)CSc2nnc(COc3cc(C)cc(C)c3)o2)cc1	-4	3	-2	80	-6	98	-6	106
CCN(CC)C(=O)CSc1nnc(SC(C)C(=O)NC2CC2)s1 (stereo unspecified)	-1	3	/	113	1	102	/	101
CCN(CC(=O)NCc1ccc(F)cc1)C(=O)c1oc2ccccc2c1C	1	12	1	98	-4	100	-1	103
Cc1nn2c(-c3ccc(S(=O)(=O)N4CCN(CCO)CC4)o3)nnc2c2ccccc12	15	-2	0	96	16	100	7	102
N#Cc1cnn2c(-c3ccccc3)ccnc12	-5	4	0	108	7	101	13	111

Entries of single compounds, looked up by structure:
CCN(CC(=O)NCc1ccc(F)cc1)C(=O)c1oc2ccccc2c1C as listed: AHR act: 1; procasp3 activ: 12; EBNA-1 inh: 1; LAP4-GFP MLPCN: 98; procasp7 counter: -4; RPL19A-GFP yeast: 100; ZTA counter: -1; MEP2-GFP yeast: 103
CC(C)Oc1ccc(/C=N/NC(=O)C(CSCc2ccccc2)NC(=O)c2ccc([N+](=O)[O-])cc2)cc1 (stereo unspecified) as listed: AHR act: 20; procasp3 activ: 4; EBNA-1 inh: -12; LAP4-GFP MLPCN: 93; procasp7 counter: 3; RPL19A-GFP yeast: 96; ZTA counter: 0; MEP2-GFP yeast: 98
Cc1cc(C)cc(NC(=O)C(OC(=O)c2sccc2C)c2ccccc2)c1 (stereo unspecified) as listed: AHR act: 5; procasp3 activ: -1; EBNA-1 inh: 0; LAP4-GFP MLPCN: 96; procasp7 counter: 0; RPL19A-GFP yeast: 103; ZTA counter: -1; MEP2-GFP yeast: 99

Compounds from the list above containing a cyano group:
SMILES	AHR act	procasp3 activ	EBNA-1 inh	LAP4-GFP MLPCN	procasp7 counter	RPL19A-GFP yeast	ZTA counter	MEP2-GFP yeast
CCOc1ccc(Nc2oc(Cc3ccccc3)nc2C#N)cc1	58*	6	1	113	-3	99	-15	95
N#Cc1cnn2c(-c3ccccc3)ccnc12	-5	4	0	108	7	101	13	111

Next part.
SMILES	AHR act	procasp3 activ	EBNA-1 inh	LAP4-GFP MLPCN	procasp7 counter	RPL19A-GFP yeast	ZTA counter	MEP2-GFP yeast
CCCCCCCc1nn2c(=O)cc(O)nc2s1	3	4	11	107	7	96	12	148
COc1ccc(-c2ccc(/C=C3\C(=O)N(c4ccccc4)N=C3c3ccccc3)o2)c([N+](=O)[O-])c1	2	0	10	109	16	108	4	110
O=C(O)CCC(=O)NNC(=O)COc1cccc(Cl)c1	-1	-6	10	104	3	105	-7	105
CCn1ccnc1CN(C)C(=O)c1cc(COc2ccc(-n3cncn3)cc2)on1	1	8	-1	96	0	100	-13	105
COc1ccc(Nc2ccc(Cl)nn2)cc1	1	-3	1	107	4	99	-7	96
COc1cc(OC)cc(C(=O)NC(=S)Nc2ccc3c4c(cccc24)CC3)c1	3	0	4	109	1	107	-1	110
CCO/N=C(\C)c1c(O)cc(C(C)C)n(-c2ccccc2)c1=O	5	2	1	91	6	89	-4	89
CCC(=O)Nc1ccc2c(c1)nc1n2CCN(CCOC)C1	1	4	1	97	8	108	-2	100
N#Cc1cnn(-c2ccccc2)c1NC(=O)CN1CCN(c2ccccc2)CC1	11	-12	-6	103	-1	96	-20	86
Cc1ccc(S(=O)(=O)N(c2ccc(Br)cc2)C2C=CS(=O)(=O)C2)cc1 (stereo unspecified)	2	8	-1	98	-1	94	2	90
CC(C)C[C@H](NC(=O)c1[nH]cnc1C(=O)Nc1ccc(CNC(=O)OC(C)(C)C)cc1)C(=O)OC(C)(C)C	0	4	11	103	1	102	-6	101
Cc1cccc(OCC(=O)NC2CCCCCC2)c1C	7	-12	-7	99	5	89	7	96
CCc1ccc(OCCCC(=O)Nc2ccc(N3CCOCC3)cc2)cc1	7	-4	11	91	-8	109	0	107
c1csc(-c2nc(NCC3CCCO3)c3ccccc3n2)c1 (stereo unspecified)	8	1	9	94	1	102	10	99
COc1cc2ncnc(NCCCN3CCOCC3)c2cc1OC	0	-4	-8	106	3	97	1	102
Cc1cccc(N2C(=O)CC(n3ccnc3)C2=O)c1C (stereo unspecified)	1	0	0	105	-1	99	-15	94
COc1cccc(CNC(=O)N[C@@H](CC(C)C)C(=O)O)c1	1	5	-9	88	10	89	-14	92
O=C(N/N=C/c1cccnc1)c1ccc(CN2c3cccc4cccc(c34)S2(=O)=O)cc1	4	1	-8	100	8	102	-7	103
OCCNc1nc(Nc2cccc(O)c2)nc2ccccc12	19	-1	-2	94	-3	102	2	96
COc1ccc(C(=O)N=C2SC3CS(=O)(=O)CC3N2c2ccccc2)cc1OC (stereo unspecified)	0	4	-6	98	-5	102	-15	102
COc1ccc(C2CC(=O)C=C(NCc3ccc4c(c3)OCO4)C2)cc1 (stereo unspecified)	5	-5	4	111	3	105	-11	99
CCc1[nH]nc2c1C1(C(=O)N(Cc3ccccc3)c3ccccc31)C(C#N)=C(N)O2 (stereo unspecified)	7	-8	-4	89	-2	96	-9	98
Cc1ccc(-c2nn(-c3ccccc3)cc2CN(Cc2ccccc2)C(=O)c2ccco2)o1	4	2	0	99	-12	102	-8	97
CC1(c2nnc(-c3ccc(Cl)cc3)o2)CC(c2cccc(Cl)c2)=NO1 (stereo unspecified)	1	6	8	101	-10	92	2	100
N#Cc1ccc(-c2ccc(Cl)cc2)nc1SCC(=O)c1cccc(Cl)c1	27	3	-6	86	-18	108	-2	105
COC(=O)c1ccc(N2C(=O)C3C4C=CC(CC4)C3C2=O)cc1 (stereo unspecified)	0	-6	-26	95	-5	105	3	101
COc1ccccc1/C=C(/C(=O)OCC(=O)Nc1ccccc1C(C)C)c1ccccc1	-1	-7	0	96	9	106	-12	100
CCN1CCN(c2ccc(S(=O)(=O)N3CCOCC3)cc2NC(=O)/C=C/c2ccc([N+](=O)[O-])cc2)CC1	5	-5	-18	108	1	108	-8	109

Outcome played no part in choosing rows (roughly 3.8% active in at least one column).
